CBFb RUNX1 block: qHTS Assay for Compounds Blocking the Interaction Between CBF-beta and RUNX1 for the Treatment of Acute Myeloid Leukemia; Potency, µM (series often up to 59.8 µM), for the others: top-dose activity, negative = inhibition, usual class: inhibitors; 230,000 tested, under 10 active; Runt-related transcription factor 1 (Homo sapiens) + Core-binding factor subunit beta …; AID 1477, 2009; AlphaScreen CBFb-His/RUNX1-biotin binding, biochemical; further: % of control where 0% means no effect
Target sequence (Q01196 whole entry, looked up): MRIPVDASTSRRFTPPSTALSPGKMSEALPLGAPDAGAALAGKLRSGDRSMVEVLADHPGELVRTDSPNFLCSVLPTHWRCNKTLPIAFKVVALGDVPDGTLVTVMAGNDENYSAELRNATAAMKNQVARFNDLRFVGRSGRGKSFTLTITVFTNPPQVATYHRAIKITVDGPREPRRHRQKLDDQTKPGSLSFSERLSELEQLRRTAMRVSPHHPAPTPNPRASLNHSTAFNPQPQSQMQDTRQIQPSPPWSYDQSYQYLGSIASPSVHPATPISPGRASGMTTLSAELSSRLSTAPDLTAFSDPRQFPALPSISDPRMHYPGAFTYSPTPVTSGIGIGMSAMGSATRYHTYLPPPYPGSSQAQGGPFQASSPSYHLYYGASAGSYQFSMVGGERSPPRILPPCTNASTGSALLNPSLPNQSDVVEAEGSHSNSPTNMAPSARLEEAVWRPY
Target sequence (Q13951 whole entry, looked up): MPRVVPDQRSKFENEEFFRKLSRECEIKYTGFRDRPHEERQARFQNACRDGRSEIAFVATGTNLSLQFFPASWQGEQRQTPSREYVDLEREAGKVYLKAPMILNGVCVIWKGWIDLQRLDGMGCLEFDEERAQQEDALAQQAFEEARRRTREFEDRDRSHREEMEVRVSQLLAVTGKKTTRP
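Inhibition was taken as any reduction in AlphaScreen signal from the CBF-beta–RUNX1 pair (His and biotin tags, 30 nM each), measured after compound (15 min) and bead (90 min) incubations at room temperature.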
L3MBTL1 block: qHTS Assay for the Inhibitors of L3MBTL1 | Lethal(3)malignant brain tumor-like protein 1 (Homo sapiens), Q9Y468 | AlphaScreen L3MBTL1–H3K9me1 peptide binding | Potency, µM (doses to about 57.1 µM), for the others: top-dose activity, negative = inhibition, hits mostly inhibitors | 230,000 compounds, 0.66% hits; further: potency means the concentration at half of the fitted maximal effect; on the % scale 0 is the no-effect control and ±100 the full control effect; nearly all actives have a fitted effect of over 60% in size
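First, the protein-peptide complex forms for 30 min at room temperature (L3MBTL1 50 nM, biotinylated H3K9me1 peptide 75 nM). Next, compounds are pin-transferred and incubated 30 min. Finally, AlphaScreen beads are added and read after 30 min.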
KinaseGlo FLuc: Counterscreen for Luciferase (Kinase-Glo TM) Inhibition. Luciferin 4-monooxygenase (Photuris pensylvanica), Q27757. Kinase-Glo luciferase, ATP luminescence, 8 min. Potency, µM (titrated, usually from 38.3 µM), inactives show at the highest dose activity change, negative = inhibition, usual class: inhibitors. 200,000 compounds, 0.28% hits; further: potency means the concentration at half of the fitted maximal effect; on the % scale 0 is the no-effect control and ±100 the full control effect; nearly all actives have a fitted effect of over 60% in size
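Substrate mix (final 50 mM imidazole pH 7.2, 50 mM KCl, 7 mM MgCl2, 10 uM ATP, 0.01% Tween 20, 0.05% BSA) plus pin-tool compound, then Kinase-Glo detection mix; 8 min ambient, luminescence read.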
IMPase Li cell: qHTS Assay for Identifying the Cell-Membrane Permeable IMPase Inhibitors: Potentiation with Lithium; 210,000 compounds, 0.35% hits; CHO-M1 cells, IP1 TR-FRET (IP-One), carbachol + lithium; Potency, µM (top dose mostly 59.4 µM), inactives show at the top dose activity, negative = IMPase inhibition, most hits filed as inhibitors;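 further: IP1 builds up when IMPase is blocked and the TR-FRET signal falls; potency means the concentration at half of the fitted maximal effect; plate controls were basal vehicle for no effect and high inhibitor control for full effect; nearly all actives have a fitted effect of over 50% in size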
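Concentration–response in CHO-M1 cells, lithium-potentiated; 30 min at 37C. IP1 detected by competitive TR-FRET after 10 min lysis at RT. Hill-fitted AC50.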
Epigenetic derep: Quantitative High-Throughput Screen for Regulators of Epigenetic Control | murine LDR cells, GFP reporter derepression, 30 h | Potency, µM (series often up to 53.9 µM), inactives show at the top dose GFP activation, usual class: activators | 280,000 compounds, 0.2% hits; further: potency means the concentration at half of the fitted maximal effect; % of control where 0% means no effect; nearly all actives have a fitted effect of over 60% in size
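In this reporter-derepression format, murine cells bearing a silenced integrated CMV-GFP locus incubate with test compound (30 h, 37 C), then are washed and imaged; fluorescent objects of 20–120 um count as induced cells.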
HTT aggregate: qHTS Multiplex Assay to Identify Dual Action Probes in a Cell Model of Huntington: Aggregate Formation (GFP); PC12 HttQ103-GFP aggregates, Acumen cytometry, 40 h; Potency, µM (titrated, usually from 46.1 µM), for inactives: at the top dose activity change, negative = inhibition, actives largely listed as inhibitors; 220,000 compounds, 1.1% hits; AID 1688, 2009; further: potency means the concentration at half of the fitted maximal effect; on the % scale 0 is the no-effect control and ±100 the full control effect; nearly all actives have a fitted effect of over 60% in size
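Read-out: GFP aggregate count by laser scanning cytometer (488 nm excitation, 500-530 nm emission, 1–25 µm objects >6 SD above background). Cells: PC12, inducible HTTex1-Q103-GFP, 100 nM tebufenozide; compounds titrated.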
NPSR antag: qHTS Assay for Antagonists of the Neuropeptide S Receptor: cAMP Signal Transduction. Q6W5P4. CHO-NPSR cells, cAMP TR-FRET, antagonist mode. Potency, µM (highest dose often 38.3 µM), for the others: top-dose activity change, negative = inhibition, most hits filed as inhibitors. 220,000 compounds, 1% hits; further: potency means the concentration at half of the fitted maximal effect; on the % scale 0 is the no-effect control and ±100 the full control effect; nearly all actives have a fitted effect of over 50% in size; many of its hits are not listed in these tables
Target sequence (Q6W5P4 whole entry, looked up): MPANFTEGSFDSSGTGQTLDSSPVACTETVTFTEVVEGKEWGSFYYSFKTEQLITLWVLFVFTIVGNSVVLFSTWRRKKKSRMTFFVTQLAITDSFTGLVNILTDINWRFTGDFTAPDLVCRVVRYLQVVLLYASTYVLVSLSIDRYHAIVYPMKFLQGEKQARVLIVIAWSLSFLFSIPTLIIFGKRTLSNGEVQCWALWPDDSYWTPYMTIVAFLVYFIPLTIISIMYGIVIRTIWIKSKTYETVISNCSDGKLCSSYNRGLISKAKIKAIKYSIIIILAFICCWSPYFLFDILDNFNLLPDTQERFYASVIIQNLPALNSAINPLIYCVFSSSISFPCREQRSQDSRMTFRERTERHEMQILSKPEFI
* marks the source's active call; other numbers are inactive results; ? = inconclusive; / = not tested or not shown; [ ] = remark or other dose. The call rests on the fitted dose curve; in most records, active means well fitted curve in the direction sought with a large enough effect; inconclusive means small, poorly fitted or top-dose-only effect, or another doubt; inactive means no such curve, though single readings can be large; an effect the other way counts as inactive or inconclusive.

1	Cc1ccc2oc(C(F)(F)C(F)F)cc(=O)c2c1
2	CCOc1ccc(OCC)c(NC(=O)CN2CCN(c3cccc(C)c3C)CC2)c1
3	C#CCOCCOCCOCCNc1nc(N2CCN(C(=O)C(Cc3ccc(O)cc3)n3cc(C(N)CC(C)C)nn3)CC2)nc(N2CCN(C(=O)C(Cc3ccc(O)cc3)n3cc(C(N)C(C)CC)nn3)CC2)n1 (stereo unspecified)
4	COC(=O)C1=C(C)NC(C)=C(C(=O)OC)C1c1ccc(N(C)C)cc1
5	CC1(C)C(O)C=C[C@@]2(C)C1CC(=O)O[C@@]1(C)C3=CC(=O)OC(c4ccoc4)[C@]3(C)CCC21 (stereo partly specified)
6	O=C(CNCC1CCCCC1)Nc1ccc(OC(F)(F)F)cc1
7	O=C1c2ccccc2C(=O)N1c1nc2nccc(-c3ccccc3)n2n1
8	COc1ccc(CCN=CC2=C(O)CC(C)(C)CC2=O)cc1

compound no.	1	2	3	4	5	6	7	8
CBFb RUNX1 block	1%	-1%	2%	-9%	9%	11%	7%	6%
L3MBTL1 block	12%	6%	-14%	/	/	26%	9%	4%
KinaseGlo FLuc	/	2%	/	-3%	-10%	-7%	0%	-4%
IMPase Li cell	/	-1%	13%	37%[38.3 µM]	20%	3%	7%[38.3 µM]	-3%[38.3 µM]
Epigenetic derep	-1.0%	-1.0%	1.7%	6.7%	5.8%	8.8%	0.0%	-1.6%
HTT aggregate	2%[9.22 µM]	10%	20%[9.22 µM]	23%	/	-6%	6%	-3%
NPSR antag	14%	7%[46.1 µM]	-24%	-4%[46.1 µM]	/	-19%	?	-3%[46.1 µM]

A different layout for some results above:
Values run as follows: CBFb RUNX1 block, L3MBTL1 block, KinaseGlo FLuc, IMPase Li cell, Epigenetic derep, HTT aggregate, NPSR antag
#4 COC(=O)C1=C(C)NC(C)=C(C(=O)OC)C1c1ccc(N(C)C)cc1
    -9%, /, -3%, 37%[38.3 µM], 6.7%, 23%, -4%[46.1 µM]
#3 C#CCOCCOCCOCCNc1nc(N2CCN(C(=O)C(Cc3ccc(O)cc3)n3cc(C(N)CC(C)C)nn3)CC2)nc(N2CCN(C(=O)C(Cc3ccc(O)cc3)n3cc(C(N)C(C)CC)nn3)CC2)n1 (stereo unspecified)
    2%, -14%, /, 13%, 1.7%, 20%[9.22 µM], -24%

Back to the main list with the 2 entries that preceded the break.
7	O=C1c2ccccc2C(=O)N1c1nc2nccc(-c3ccccc3)n2n1
8	COc1ccc(CCN=CC2=C(O)CC(C)(C)CC2=O)cc1
9	COc1ccc(C2C(C#N)=C(N)Oc3c2c(C)nn3-c2ccccc2)cc1Cn1nc(C)c([N+](=O)[O-])c1C (stereo unspecified)
10	CCS(=O)(=O)Nc1cccc(C(=O)O)c1
11	O=C(/C=C/c1ccco1)NCCc1ccccc1
12	NC(CCC(=O)O)C12CC3CC(CC(C3)C1)C2 (stereo unspecified)
13	CCn1c(SCC(=O)N/N=C/C=C/c2ccco2)nnc1-c1ccccc1
14	CSCC[C@H](NC(=O)Nc1cccc(C(F)(F)F)c1)C(=O)O
15	Cc1ccccc1CN1CCN(S(=O)(=O)c2ccc(F)cc2)CC1
16	COCCCn1c(SCC(=O)NCc2ccccc2)nc2ccccc2c1=O

compound no.	7	8	9	10	11	12	13	14	15	16
CBFb RUNX1 block	7%	6%	?	3%	-5%	12%	2%	0%	7%	-1%
L3MBTL1 block	9%	4%	-24%	/	/	1%[11.4 µM]	?	/	20%	9%
KinaseGlo FLuc	0%	-4%	0%	/	-1%	3%	1%	-4%	1%	3%
IMPase Li cell	7%[38.3 µM]	-3%[38.3 µM]	12%[38.3 µM]	/	6%	1%	11%	15%[38.3 µM]	11%	10%
Epigenetic derep	0.0%	-1.6%	-1.2%	-1.0%	0.9%	-0.1%	2.1%	9.5%	-0.8%	0.1%
HTT aggregate	6%	-3%	21%	5%[9.22 µM]	5%	11%	10%	2%	-25%	-13%
NPSR antag	?	-3%[46.1 µM]	?	8%	4%	13%	-1%	2%[46.1 µM]	19%[46.1 µM]	-3%[46.1 µM]

17	O=C(Nc1ccc(OC(=O)c2cccnc2)cc1)c1cccnc1
18	CN1C(=O)NC(c2ccc(O)cc2)C(C(=O)c2cccs2)C1(O)C(F)(F)F (stereo unspecified)
19	COc1cc(C)c(Cl)cc1S(=O)(=O)NCCN1CCOCC1
20	CCOc1ncccc1C(=O)Nc1nnc(C)s1
21	COC(=O)Cc1ccc(NC(=S)NCCSc2ccc(C)cc2)cc1
22	O=C(CN1C(=O)c2ccc([N+](=O)[O-])cc2C1=O)Nc1nccs1
23	CCOC(=O)c1ccc(N2NC(=O)/C(=C/c3ccc(OC(=O)c4ccco4)c(OC)c3)C2=O)cc1
24	Cc1ccc(NC(=O)NC2(C(=O)NCc3ccco3)CCCCC2)cc1

compound no.	17	18	19	20	21	22	23	24
CBFb RUNX1 block	-2%	2%	10%	-4%	1%	-5%	-17%	1%
L3MBTL1 block	-6%	-2%	/	10%	-22%	0%	-19%	/
KinaseGlo FLuc	-6%	-3%	-4%	6%	1%	4%	-1%	-3%
IMPase Li cell	8%[38.3 µM]	5%[38.3 µM]	19%[38.3 µM]	0%	14%	0%	10%	13%[38.3 µM]
Epigenetic derep	0.9%	-1.4%	2.7%	?	10%	-1.8%	-1.0%	1.9%
HTT aggregate	7%	-1%	-7%	-1%	-4%[9.22 µM]	16%[9.22 µM]	11%	-4%
NPSR antag	-1%[46.1 µM]	-10%[46.1 µM]	-9%[46.1 µM]	8%	-26%	13%	?	2%[46.1 µM]

Results in sequence from the entries so far.
IMPase Li cell for entries 12–23 → 1%, 11%, 15%[38.3 µM], 11%, 10%, 8%[38.3 µM], 5%[38.3 µM], 19%[38.3 µM], 0%, 14%, 0%, 10%

(further entries)
25	Cc1ccc(NC(=O)Cn2c3ccc(F)cc3c3nc4n(c(=O)c32)CCS4)cc1F
26	COc1cc(C(=O)OCCN2CCCCC2)ccc1O
27	N#Cc1c(N)nc2c(c1-c1cccnc1)CCCCC2
28	O=C(O)Cn1nnnc1SCC(=O)Nc1ccccc1F
29	CS/C(=C\[N+](=O)[O-])Nc1ccc(C)cc1
30	CC(C)c1ccc(NC(=O)c2snc3ccc(Cl)cc23)cc1
31	Cc1ccc(-n2[nH]c(C)c(C=Nc3ccc4[nH]c(=O)[nH]c4c3)c2=O)cc1
32	CC12CCC(C(=O)N(c3ccccc3Cl)C1=O)C2(C)C (stereo unspecified)

compound no.	25	26	27	28	29	30	31	32
CBFb RUNX1 block	14%	-4%	3%	8%	-14%	-4%	1%	4%
L3MBTL1 block	/	-6%	1%	6%	-15%	-7%	-9%	4%
KinaseGlo FLuc	1%	-5%	2%	-2%	1%	-1%	-13%	-2%
IMPase Li cell	2%	7%[38.3 µM]	7%[38.3 µM]	6%	15%	14%	11%	1%
Epigenetic derep	-1.1%	-1.1%	0.0%	-4.2%	-0.1%	-1.1%	1.1%	-0.9%
HTT aggregate	-5%	8%	?	-14%[9.22 µM]	9%	-13%	?	1%
NPSR antag	-16%	0%[46.1 µM]	-4%[46.1 µM]	-6%	3%	-40%	-25%	5%

33	Cc1cc(C)n(CC(=O)N/N=C/c2ccc3c(c2)OCO3)n1
34	CCOC(=O)c1[nH]c(C(=O)O)c(CCC(=O)OC)c1C
35	Cc1ccc(NC(=O)Cn2cnc3c(nnn3Cc3ccc(F)cc3)c2=O)cc1
36	CCOC(=O)c1ccc(NC(=O)NCCN2CCCCC2)cc1
37	O=S(=O)(c1ccc(Nc2ccc(-c3ccc4c(c3)OCCO4)nn2)cc1)N1CCCC1
38	CCNc1nc(SCCOc2ccc(Br)cc2)nc(N(C)C)n1
39	Cc1ccc(C)c(NS(=O)(=O)c2ccc(OCC(=O)N3CCOCC3)cc2)c1
40	C/C(Cl)=C/CSc1nnc2n(N)c(=O)c3ccccc3n12

compound no.	33	34	35	36	37	38	39	40
CBFb RUNX1 block	-7%	-7%	10%	?	-1%	27%	1%	-2%
L3MBTL1 block	-3%	0%	5%	-4%	/	33%[activator]	4%	45%[activator]
KinaseGlo FLuc	-2%	-5%	1%	1%	0%	1%	-3%	-2%
IMPase Li cell	-4%	-2%[38.3 µM]	0%	36%[38.3 µM]	-2%[38.3 µM]	21%	-4%	10%[38.3 µM]
Epigenetic derep	-1.8%	0.0%	1.5%	-9.0%	-1.2%	-3.6%	1.3%	-0.9%
HTT aggregate	-7%	4%	17%	12%	6%[9.22 µM]	16%[9.22 µM]	-30%	-4%
NPSR antag	6%	11%[46.1 µM]	10%	-1%[46.1 µM]	-30%[46.1 µM]	-43%	-15%[46.1 µM]	2%[46.1 µM]

41	CC(C)Sc1nc2c(c(=O)n1C)SC(C)C2 (stereo unspecified)
42	O=C(O)CCCN1C(=O)/C(=C/c2cn(-c3ccccc3)nc2-c2cccs2)SC1=S
43	Cc1noc(/C=C/N(C)C)c1S(=O)(=O)N1CCCC(C(=O)NCc2cccs2)C1 (stereo unspecified)
44	COc1ccc(-n2c(SCC(=O)Nc3nccs3)nnc2-c2ccccc2)cc1
45	COc1ccc(-n2ncc3c(=O)n(CC(=O)OCc4ccccc4)cnc32)cc1
46	CCOC(=O)c1cccc(NC(=O)CNS(=O)(=O)c2cccs2)c1
47	Cc1cccc(NC(=O)CN(C)S(=O)(=O)c2cccc3cccnc23)c1C
48	CCOC(=O)N1CCC(NC(=O)Cn2nc(Cc3ccncc3)c3ccccc3c2=O)CC1

compound no.	41	42	43	44	45	46	47	48
CBFb RUNX1 block	5%	-9%	-1%	-7%	12%	4%	3%	-5%
L3MBTL1 block	-4%	/	/	/	-4%	21%	/	-2%
KinaseGlo FLuc	2%	0%	2%	-1%	2%	-2%	/	1%
IMPase Li cell	18%[38.3 µM]	28%	0%[38.3 µM]	41%[activator][38.3 µM]	3%	-2%	/	-19%[38.3 µM]
Epigenetic derep	0.0%	-0.1%	-1.0%	-1.3%	0.0%	-0.8%	0.0%	0.5%
HTT aggregate	-10%	?	22%	-3%	-17%	-11%	-3%[9.22 µM]	22%
NPSR antag	-1%[46.1 µM]	3.2µM*	-18%[46.1 µM]	-20%[46.1 µM]	5%[46.1 µM]	-7%[46.1 µM]	0%	?

High-throughput results from PubChem.

Some of the compounds tested, so the mix of outcomes need not match the whole.
